Bioassay records deposited in PubChem by several laboratories.
proCasp7 act – activates human procaspase-7, counter-screen for procaspase-3 activators. P55210. recombinant procaspase-7, Ac-DEVD-pNA absorbance 405 nm; D23A/D198A/D206A triple mutant, cannot self-cleave; scale: DMSO 0, 5 µM enzyme 100. activation, % at 8.5 µM. hit rate 0.093% among 330,000. AID 463210;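 active means percent activation above the screen-wide mean plus 3 SD, cut at about 25% in these data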
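Replicates: singlicate. Assay system: Procaspase-7 triple mutant (PC-7 D3A). Signal: 405 nm absorbance of p-nitroaniline. Times: 1 h preincubation, 2 h reaction. Buffer or medium: Zinc-free HEPES pH 7.4 with 300 mM NaCl, 0.01% Triton X-100. Also added: DEVD-pNA substrate. Benchmarks: DMSO wells as 0%, DMSO with 5 µM added PC-7 as 100%.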
LAP4-GFP MLPCN – alters LAP4-GFP fluorescence in TOR pathway yeast screen; S. cerevisiae LAP4-GFP multiplex, flow cytometry GFP, 3 h; median GFP as percent of DMSO wells; GFP response vs DMSO, % at 10 µM; hit rate 0.34% among 320,000; AID 2023;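 active means GFP response vs DMSO above a set limit, about the screen mean plus 3 SD, cut at about 150% in these data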
AGP1-GFP MLPCN – alters AGP1-GFP fluorescence in TOR pathway yeast screen | S. cerevisiae AGP1-GFP multiplex flow cytometry, 3 h; GFP as percent of DMSO wells | GFP response vs DMSO, % at 10 µM | hit rate 0.02% among 320,000 | AID 2066;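 active means GFP response relative to DMSO above a set limit, near screen average plus 3 SD, cut at about 150% in these data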;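 further: median GFP channel fluorescence of the gated AGP1 strain per well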
proCasp3 act – activators of human procaspase-3; activation, % at 8.5 µM; recombinant procaspase-3 D3A, Ac-DEVD-pNA absorbance 405 nm; P42574; hit rate 0.11% among 330,000;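 active means activation above the mean of all tested compounds plus 3 SD, cut at about 21% in these data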;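 further: 0% = DMSO alone and 100% = DMSO wells spiked with extra 5 µM PC-3 D3A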
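Assay system: Autoprocessing-dead procaspase-3 D3A mutant enzyme; also added: Ac-DEVD-pNA; doses: one concentration, 8.5 µM nominal, 0.8% DMSO; times: 1 h compound preincubation, 2 h substrate hydrolysis at 25 °C; technique: 405 nm absorbance of p-nitroaniline, reads at 0 and 120 min; measure: % activation between DMSO and enzyme-spiked controls; repeats: single replicate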
CIT2-GFP yeast – yeast TOR pathway CIT2-GFP modulation; GFP response vs DMSO, % at 10 µM; S. cerevisiae CIT2-GFP strain, flow cytometry, 3 h; 100 means same as DMSO wells; hit rate 0.065% among 320,000; AID 2029;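 active means GFP response relative to DMSO above a set limit, near the screen mean plus 3 SD, cut at about 150% in these data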;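 further: ratio of well median GFP fluorescence to mean of DMSO wells on the plate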
MEP2 TOR yeast – modulators of TOR pathway MEP2-GFP in S. cerevisiae. S. cerevisiae MEP2-GFP strain, flow cytometry GFP, 3 h; 100% = DMSO control level. GFP response vs DMSO, % at 10 µM. hit rate 0.51% among 330,000. AID 2016;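 active means GFP response versus DMSO above a set limit, roughly screen mean plus 3 SD, cut at about 180% in these data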;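 further: median GFP fluorescence of the barcode-gated MEP2-GFP cells per well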
AHR act – human AHR activation; AID 2796; activation, % at 5 µM; hit rate 2.5% among 320,000; P35869; AHR-responsive luciferase reporter cells, luminescence; in the data active means activation above about 47%;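 further: 0% = vehicle wells and 100% = reference agonist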
Target sequence (P35869 whole entry, looked up): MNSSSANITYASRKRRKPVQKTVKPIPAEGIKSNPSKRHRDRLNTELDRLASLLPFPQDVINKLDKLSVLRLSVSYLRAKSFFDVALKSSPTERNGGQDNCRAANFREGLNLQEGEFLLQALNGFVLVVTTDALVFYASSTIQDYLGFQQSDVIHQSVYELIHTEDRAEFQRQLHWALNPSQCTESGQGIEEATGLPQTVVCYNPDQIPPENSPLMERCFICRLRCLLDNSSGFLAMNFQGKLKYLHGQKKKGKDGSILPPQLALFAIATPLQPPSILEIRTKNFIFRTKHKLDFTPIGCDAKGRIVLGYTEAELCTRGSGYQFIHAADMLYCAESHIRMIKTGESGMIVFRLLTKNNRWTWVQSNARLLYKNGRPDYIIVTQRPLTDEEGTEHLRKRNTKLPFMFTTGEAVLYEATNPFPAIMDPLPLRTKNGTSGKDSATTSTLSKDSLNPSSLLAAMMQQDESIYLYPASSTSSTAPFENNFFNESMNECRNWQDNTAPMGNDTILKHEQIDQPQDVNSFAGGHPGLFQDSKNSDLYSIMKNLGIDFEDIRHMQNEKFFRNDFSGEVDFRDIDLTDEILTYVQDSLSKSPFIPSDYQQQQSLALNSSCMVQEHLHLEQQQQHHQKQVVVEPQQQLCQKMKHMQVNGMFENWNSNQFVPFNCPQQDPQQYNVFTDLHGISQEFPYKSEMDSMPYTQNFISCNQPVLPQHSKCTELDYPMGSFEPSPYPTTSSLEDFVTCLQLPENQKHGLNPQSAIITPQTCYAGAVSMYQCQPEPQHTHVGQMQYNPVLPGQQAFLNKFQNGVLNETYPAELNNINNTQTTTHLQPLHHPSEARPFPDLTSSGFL
RPL19A TOR yeast – yeast TOR pathway RPL19A-GFP modulation; percent response vs DMSO, % at 10 µM; S. cerevisiae RPL19A-GFP strain, flow cytometry, 3 h; stronger effect = lower value; hit rate 0.3% among 330,000;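 active means percent response vs DMSO below 50%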;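 further: median channel GFP fluorescence of the barcoded RPL19A-GFP strain; ratio of sample median GFP to plate DMSO average so 100% = DMSO; lower means less RPL19A-GFP as with rapamycin TOR inhibition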
Starred values were filed as active, the others as inactive. An unsorted share of the library. Share with any hit: about 3.5%.

Cc1cnc(NS(=O)(=O)c2ccccc2)c(Br)c1 was read as proCasp7 act -2.0, LAP4-GFP MLPCN 108.0, AGP1-GFP MLPCN 105.0, proCasp3 act -7.7, CIT2-GFP yeast 95.0, MEP2 TOR yeast 101.8, AHR act -1.5 and RPL19A TOR yeast 98.5.
C/C(Cl)=C\Cn1c(Nc2ccccc2)nc2c1c(=O)n(C)c(=O)n2C was read as proCasp7 act -2.1, LAP4-GFP MLPCN 103.7, AGP1-GFP MLPCN 97.2, proCasp3 act -0.7, CIT2-GFP yeast 93.8, MEP2 TOR yeast 93.7, AHR act 0.6 and RPL19A TOR yeast 99.7.
For COc1cc(C(=O)Nc2ccc(C)cc2C(NCC(=O)NN)c2ccccc2)cc(OC)c1OC (stereo unspecified) the results were proCasp7 act 10.3, LAP4-GFP MLPCN 100.0, AGP1-GFP MLPCN 104.3, proCasp3 act -4.0, CIT2-GFP yeast 106.2, MEP2 TOR yeast 109.1, AHR act 3.4 and RPL19A TOR yeast 103.7.
O=C(NCCS(=O)(=O)N1CCN(c2cccc(Cl)c2)CC1)C1CC1 was read as proCasp7 act -3.3, LAP4-GFP MLPCN 104.3, AGP1-GFP MLPCN 104.1, proCasp3 act -0.6, CIT2-GFP yeast 100.8, MEP2 TOR yeast 103.0, AHR act -1.8 and RPL19A TOR yeast 97.9.
`CCCn1cnc2scc(-c3ccc(C)cc3)c2c1=O` gave proCasp7 act -3.3, LAP4-GFP MLPCN 99.8, AGP1-GFP MLPCN 94.2, proCasp3 act 7.1, CIT2-GFP yeast 99.7, MEP2 TOR yeast 102.2, AHR act 6.5 and RPL19A TOR yeast 97.1.
`N#Cc1ccc(CN2C=NS(=O)(=O)c3ccccc32)cc1` gave proCasp7 act 8.1, LAP4-GFP MLPCN 106.9, AGP1-GFP MLPCN 109.7, proCasp3 act -2.1, CIT2-GFP yeast 113.2, MEP2 TOR yeast 107.0, AHR act 2.1 and RPL19A TOR yeast 102.8.
CCOC(=O)C1=C(C)OC2(O)c3ccccc3C(=O)C12O (stereo unspecified) was read as proCasp7 act -4.3, LAP4-GFP MLPCN 103.9, AGP1-GFP MLPCN 105.7, proCasp3 act -0.3, CIT2-GFP yeast 105.8, MEP2 TOR yeast 102.8, AHR act -1.1 and RPL19A TOR yeast 103.8.
`COc1c(C)cc(Br)cc1C(=O)Nc1ccc(S(N)(=O)=O)cc1` gave proCasp7 act -6.3, LAP4-GFP MLPCN 106.2, AGP1-GFP MLPCN 101.3, proCasp3 act 4.4, CIT2-GFP yeast 105.8, MEP2 TOR yeast 103.7, AHR act 1.0 and RPL19A TOR yeast 98.4.
For CCN(CC)S(=O)(=O)c1ccc(NC(=O)Nc2cccc(C(F)(F)F)c2)cc1 the results were proCasp7 act 1.3, LAP4-GFP MLPCN 100.3, AGP1-GFP MLPCN 103.0, proCasp3 act 1.2, CIT2-GFP yeast 97.9, MEP2 TOR yeast 105.1, AHR act 0.2 and RPL19A TOR yeast 100.6.
CC(Sc1nnc2ccccn12)C(=O)Nc1ccc(N2CCOCC2)cc1 (stereo unspecified) was read as proCasp7 act 6.9, LAP4-GFP MLPCN 103.3, AGP1-GFP MLPCN 105.1, proCasp3 act 5.9, CIT2-GFP yeast 109.5, MEP2 TOR yeast 109.2, AHR act 1.1 and RPL19A TOR yeast 93.8.
For O=C(c1cc(-c2ccncc2)nc2ccccc12)N1CCN(c2ncccn2)CC1 the results were proCasp7 act 0.4, LAP4-GFP MLPCN 86.8, AGP1-GFP MLPCN 94.1, proCasp3 act -1.1, CIT2-GFP yeast 99.9, MEP2 TOR yeast 97.6, AHR act 14.1 and RPL19A TOR yeast 97.0.
`COc1ccccc1CNC(=O)C1CCC(CNS(=O)(=O)c2ccc(F)cc2)CC1` (stereo unspecified) gave proCasp7 act -2.1, LAP4-GFP MLPCN 86.5, AGP1-GFP MLPCN 86.7, proCasp3 act -0.8, CIT2-GFP yeast 77.2, MEP2 TOR yeast 91.8, AHR act 3.5 and RPL19A TOR yeast 98.5.
For CN(Cc1ccccc1)c1nc2c(c(=O)[nH]c(=O)n2C)n1Cc1ccccc1Cl the results were proCasp7 act -7.1, LAP4-GFP MLPCN 87.6, AGP1-GFP MLPCN 87.4, proCasp3 act 7.7, CIT2-GFP yeast 89.8, MEP2 TOR yeast 99.4, AHR act -0.2 and RPL19A TOR yeast 88.6.
Screening O=C(CCn1c(=S)[nH]c2cc3c(cc2c1=O)OCO3)NCc1ccccc1Cl returned proCasp7 act 2.9, LAP4-GFP MLPCN 95.5, AGP1-GFP MLPCN 93.1, proCasp3 act 4.4, CIT2-GFP yeast 98.8, MEP2 TOR yeast 122.0, AHR act 5.0 and RPL19A TOR yeast 95.9.
CCN1C(=O)CSC1=Nc1ccc(C(=O)O)cc1 was read as proCasp7 act 7.0, LAP4-GFP MLPCN 77.4, AGP1-GFP MLPCN 92.2, proCasp3 act 3.1, CIT2-GFP yeast 105.6, MEP2 TOR yeast 103.5, AHR act 2.5 and RPL19A TOR yeast 95.1.
For CCNC(=S)NCc1ccc2[nH]c(C)cc2c1 the results were proCasp7 act 0.8, LAP4-GFP MLPCN 96.8, AGP1-GFP MLPCN 104.6, proCasp3 act -3.1, CIT2-GFP yeast 98.4, MEP2 TOR yeast 99.8, AHR act 12.9 and RPL19A TOR yeast 105.0.
For COc1ccc(C(=O)CC(=O)C(=O)Nc2ccc(C)cc2Cl)cc1 the results were proCasp7 act -1.3, LAP4-GFP MLPCN 113.5, AGP1-GFP MLPCN 104.7, proCasp3 act -6.3, CIT2-GFP yeast 94.5, MEP2 TOR yeast 103.2, AHR act -0.1 and RPL19A TOR yeast 101.4.
Screening CCN(CC)S(=O)(=O)c1cccc(-c2nnc(C(=O)c3ccc(C(F)(F)F)cc3)o2)c1 returned proCasp7 act -1.1, LAP4-GFP MLPCN 94.7, AGP1-GFP MLPCN 98.1, proCasp3 act -8.4, CIT2-GFP yeast 101.3, MEP2 TOR yeast 95.2, AHR act -2.9 and RPL19A TOR yeast 96.1.
C=CCC[C@H](Cc1ccc(F)cc1)C(=O)OC[C@H](C)NC(=O)[C@@H](CC=C)CC(=O)N[C@H](CO)Cc1ccccc1 was read as proCasp7 act -1.7, LAP4-GFP MLPCN 95.3, AGP1-GFP MLPCN 96.7, proCasp3 act 2.8, CIT2-GFP yeast 100.8, MEP2 TOR yeast 100.0, AHR act -1.0 and RPL19A TOR yeast 93.5.
O=C(CSc1ncnc2sc3c(c12)CCCC3)c1ccccc1 was read as proCasp7 act -4.3, LAP4-GFP MLPCN 99.6, AGP1-GFP MLPCN 99.6, proCasp3 act 3.9, CIT2-GFP yeast 88.2, MEP2 TOR yeast 97.1, AHR act 2.0 and RPL19A TOR yeast 99.6.

A run of entries taken from the entries so far, for reference:
For COc1ccc(C(=O)CC(=O)C(=O)Nc2ccc(C)cc2Cl)cc1 the results were proCasp7 act -1.3, LAP4-GFP MLPCN 113.5, AGP1-GFP MLPCN 104.7, proCasp3 act -6.3, CIT2-GFP yeast 94.5, MEP2 TOR yeast 103.2, AHR act -0.1 and RPL19A TOR yeast 101.4.
Screening CCN(CC)S(=O)(=O)c1cccc(-c2nnc(C(=O)c3ccc(C(F)(F)F)cc3)o2)c1 returned proCasp7 act -1.1, LAP4-GFP MLPCN 94.7, AGP1-GFP MLPCN 98.1, proCasp3 act -8.4, CIT2-GFP yeast 101.3, MEP2 TOR yeast 95.2, AHR act -2.9 and RPL19A TOR yeast 96.1.
C=CCC[C@H](Cc1ccc(F)cc1)C(=O)OC[C@H](C)NC(=O)[C@@H](CC=C)CC(=O)N[C@H](CO)Cc1ccccc1 was read as proCasp7 act -1.7, LAP4-GFP MLPCN 95.3, AGP1-GFP MLPCN 96.7, proCasp3 act 2.8, CIT2-GFP yeast 100.8, MEP2 TOR yeast 100.0, AHR act -1.0 and RPL19A TOR yeast 93.5.
O=C(CSc1ncnc2sc3c(c12)CCCC3)c1ccccc1 was read as proCasp7 act -4.3, LAP4-GFP MLPCN 99.6, AGP1-GFP MLPCN 99.6, proCasp3 act 3.9, CIT2-GFP yeast 88.2, MEP2 TOR yeast 97.1, AHR act 2.0 and RPL19A TOR yeast 99.6.

Later entries.
For O=C(NNS(=O)(=O)c1ccccc1[N+](=O)[O-])c1ccccc1Cl the results were proCasp7 act 0.8, LAP4-GFP MLPCN 115.0, AGP1-GFP MLPCN 101.9, proCasp3 act 10.0, CIT2-GFP yeast 92.9, MEP2 TOR yeast 95.3, AHR act -1.3 and RPL19A TOR yeast 95.9.
O=C(CSc1nc2ccccc2[nH]1)c1c[nH]c2ccccc12 was read as proCasp7 act 1.9, LAP4-GFP MLPCN 104.1, AGP1-GFP MLPCN 101.5, proCasp3 act 2.6, CIT2-GFP yeast 93.1, MEP2 TOR yeast 93.8, AHR act -1.1 and RPL19A TOR yeast 99.1.
Screening Cc1cc(C)c(S(=O)(=O)NC2CC2)c(C)c1 returned proCasp7 act 3.3, LAP4-GFP MLPCN 97.0, AGP1-GFP MLPCN 101.5, proCasp3 act -9.4, CIT2-GFP yeast 106.2, MEP2 TOR yeast 106.3, AHR act -2.6 and RPL19A TOR yeast 105.0.
For CCCCCc1ccc(S(=O)(=O)NCCc2ccncc2)cc1 the results were proCasp7 act -4.2, LAP4-GFP MLPCN 97.4, AGP1-GFP MLPCN 90.2, proCasp3 act -7.5, CIT2-GFP yeast 81.5, MEP2 TOR yeast 93.9, AHR act 0.8 and RPL19A TOR yeast 89.9.
For CC(C)(C)C(=O)CN1C2=NCCCN2c2ccccc21 the results were proCasp7 act -1.5, LAP4-GFP MLPCN 107.3, AGP1-GFP MLPCN 113.1, proCasp3 act -1.7, CIT2-GFP yeast 108.0, MEP2 TOR yeast 121.9, AHR act 3.0 and RPL19A TOR yeast 105.8.
For COCCSc1nnc(NC(=O)c2ccc3c(c2)OCO3)s1 the results were proCasp7 act -10.5, LAP4-GFP MLPCN 99.3, AGP1-GFP MLPCN 95.7, proCasp3 act 5.6, CIT2-GFP yeast 104.5, MEP2 TOR yeast 91.4, AHR act 99.5* and RPL19A TOR yeast 96.6.
CCCCOc1ccc(C(=O)NCC(=O)NCC(=O)OCC)cc1 was read as proCasp7 act -0.9, LAP4-GFP MLPCN 101.9, AGP1-GFP MLPCN 90.9, proCasp3 act -8.2, CIT2-GFP yeast 86.9, MEP2 TOR yeast 99.4, AHR act 5.2 and RPL19A TOR yeast 89.3.
Screening Cn1c(SCC(=O)Nc2cccc(C(=O)O)c2)nnc1-c1cc2cc(Br)ccc2o1 returned proCasp7 act 1.8, LAP4-GFP MLPCN 97.4, AGP1-GFP MLPCN 99.6, proCasp3 act -1.1, CIT2-GFP yeast 94.2, MEP2 TOR yeast 101.6, AHR act -1.5 and RPL19A TOR yeast 92.5.
